# Source: PubChem BioAssay (Broad Institute)
# NSD2 HMT inh – blocks human histone methyltransferase NSD2. inhibition, % at 12.5 µM. NSD2 peptide methylation, AlphaScreen, 120 min. O96028. 0.54% of 310,000 active; in the data active = inhibition above about 50%
# CAL PDZ FP-1 – inhibitors of human CAL PDZ peptide binding; purified CAL PDZ, TMR-peptide fluorescence polarization, 1 h; inhibition, % at 24.9 µM; 0.92% of 300,000 active; AID 602252;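 active = mean inhibition of at least 30% with at least half of replicates also reaching 30%; inconclusive = no clear call, values can overlap the other calls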;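 also: 0% = DMSO neutral control and 100% = excess unlabeled competitor peptide PRC23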
# SR-BI uptake up – SR-BI HDL lipid transfer activation | CHO ldlA[mSR-BI] cells, DiI-HDL uptake fluorescence, 3 h; 100 = double the neutral-control signal | activation, % at 12.5 µM | 0.096% of 320,000 active;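 active = mean replicate activation of at least 60% and every replicate at or above 60%; inconclusive = mean or all-replicate condition met, but not both; inactive = mean below 60% and not all replicates reaching 60%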;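 also: 0% = median plate neutral-control signal and 100% = twice that signal; values of inactives mirror those of a sister screen read the other way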
#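 system = CHO ldlA[mSR-BI] cells, LDL receptor-null, SR-BI overexpressing | medium = Ham's F12 with 0.5% BSA, HEPES 25 mM, pH 7.4 | probe or stimulus = DiI-HDL 10 µg/mL | compound dosing = single-point compound dose | incubation = compound exposure 3 h, 37 °C | technique = DiI fluorescence, bottom read | read-out = cell-associated DiI fluorescence as measure of HDL uptake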
# PfHsp90 yeast 2 – reduces growth (ATP signal) of yeast expressing P. falciparum Hsp90. S. cerevisiae expressing PfHsp90, BacTiter-Glo ATP, 48 h; yeast lacking PDR1 and PDR3 efflux regulators. inhibition, % at 9.4 µM. 0.32% of 310,000 active;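 active = every replicate shows inhibition above about 80%, whatever the replicate mean, limit read from the data; inconclusive = mean inhibition reaches the set limit but some replicate falls short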;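 also: 0% = DMSO neutral controls and 100% = 20 µM radicicol positive controls; yeast relying on Plasmodium falciparum Hsp90 in place of its own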
# Rtt109 Vps75 – inhibitors of Candida albicans Rtt109/Vps75 histone acetyltransferase; purified Rtt109/Vps75, ThioGlo CoA-SH fluorescence, 4 h; 0.16% of 330,000 active; inhibition, % at 34.9 µM; Q5AAJ8; AID 540336;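 active = inhibition of at least 50% in every replicate; inconclusive = best replicate reaches 50% inhibition but some replicates fall short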
# Target sequence (Q5AAJ8 whole entry, looked up): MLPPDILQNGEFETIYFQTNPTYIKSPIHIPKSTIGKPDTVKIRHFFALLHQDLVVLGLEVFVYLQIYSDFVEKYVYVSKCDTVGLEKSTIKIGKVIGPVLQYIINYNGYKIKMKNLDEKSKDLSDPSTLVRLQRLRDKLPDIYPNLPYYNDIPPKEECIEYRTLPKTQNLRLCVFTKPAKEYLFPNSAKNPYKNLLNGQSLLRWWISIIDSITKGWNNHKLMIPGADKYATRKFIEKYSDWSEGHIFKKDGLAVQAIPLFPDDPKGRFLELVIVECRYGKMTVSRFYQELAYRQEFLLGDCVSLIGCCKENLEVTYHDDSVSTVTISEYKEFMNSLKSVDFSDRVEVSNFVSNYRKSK
# MITF act – increases MITF-driven TRPM1 promoter luciferase signal; SK-MEL-5 TRPM1-promoter luciferase, 24 h; % of positive control, neutral wells = 0; activation, % at 12.5 µM; 0.75% of 300,000 active; AID 588334;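 active = mean activation of at least 80% with every replicate also reaching 80%; inconclusive = mean reaches 80% but some replicate falls short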;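 also: 0% = neutral control wells and 100% = parthenolide positive control wells; values of inactives mirror those of a sister screen read the other way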
# dFosB activator – mouse delta FosB homodimer activation. P13346. purified delta FosB, TAMRA-CDK5 oligo fluorescence polarization; percent of positive-control signal above neutral wells. activation, % at 25 µM. 0.99% of 340,000 active;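 active = mean activation above about 17%, with every replicate also reaching it, limit read from the data, passing the limit was not always enough; inconclusive = only one of the two conditions met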;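 also: fluorescence polarization rise as delta FosB binds a TAMRA Cdk5 AP-1 oligo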
# SR-BI HDL uptake – mouse SR-BI HDL lipid transfer inhibition; AID 488896; 0.96% of 320,000 active; inhibition, % at 12.5 µM; ldlA[mSR-BI] CHO cells, DiI-HDL uptake fluorescence, 3 h; Q61009;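 active = mean replicate inhibition of at least 70% and a set share of replicates each scoring 70 or more; inconclusive = meets just one of the two criteria; inactive = fails both criteria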;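 also: 0% = median of neutral control wells and 100% = median of positive control wells; values of inactives mirror those of a sister screen read the other way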
# Target sequence (Q61009 whole entry, looked up): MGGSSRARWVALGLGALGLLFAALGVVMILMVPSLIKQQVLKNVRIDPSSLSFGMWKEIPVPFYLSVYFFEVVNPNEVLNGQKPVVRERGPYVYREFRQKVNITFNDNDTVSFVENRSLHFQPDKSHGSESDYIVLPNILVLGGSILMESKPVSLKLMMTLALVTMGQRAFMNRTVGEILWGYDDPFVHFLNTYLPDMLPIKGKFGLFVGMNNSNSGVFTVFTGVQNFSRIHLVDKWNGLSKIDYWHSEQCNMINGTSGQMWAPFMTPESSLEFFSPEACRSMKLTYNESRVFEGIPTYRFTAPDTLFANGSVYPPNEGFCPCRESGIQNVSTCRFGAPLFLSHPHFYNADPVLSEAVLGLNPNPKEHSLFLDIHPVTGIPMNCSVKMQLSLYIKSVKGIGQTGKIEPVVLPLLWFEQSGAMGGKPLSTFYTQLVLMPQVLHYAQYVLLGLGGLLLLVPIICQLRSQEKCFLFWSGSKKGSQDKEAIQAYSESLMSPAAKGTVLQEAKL
# CAL PDZ FP-2 – human CAL PDZ-peptide interaction inhibition; Q9HD26; purified CAL PDZ, TMR-peptide fluorescence polarization, 1 h; inhibition, % at 20 µM; 0.02% of 330,000 active; AID 504414;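 active = highest replicate inhibition of at least 40%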;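 also: plate controls were DMSO neutral control wells for no effect and unlabeled competitor peptide control wells for full effect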
#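 Test system: purified CerCALP PDZ construct; Compound dosing: one concentration, 20 µM compound; Also added: TMR-labelled reporter peptide T*-PRC34 bound in PDZ groove; Read-out: inhibition from polarization loss; Controls: unlabelled peptide and DMSO controls; Signal: FP readout, S and P plane fluorescence; Incubation: 1 h at RT.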
# PvdQ acylase – P. aeruginosa PvdQ acylase inhibition. purified PvdQ acylase, fluorescence plate reader. inhibition, % at 10 µM. 0.063% of 340,000 active; in the data active = inhibition above about 30%, passing the limit was not always enough; inconclusive = no clear call, values can overlap the other calls;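 also: 0% = vehicle neutral wells and 100% = reference inhibitor wells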
# Starred values were filed as active, the others as inactive; ? = inconclusive; . = not tested or not shown.
SMILES,NSD2 HMT inh,CAL PDZ FP-1,SR-BI uptake up,PfHsp90 yeast 2,Rtt109 Vps75,MITF act,dFosB activator,SR-BI HDL uptake,CAL PDZ FP-2,PvdQ acylase
CN(C)N=Nc1ccc(S(=O)(=O)NC(=O)Cc2ccccc2)cc1,-2,1,17,-13,-3,10,-3,-17,.,1
CCCCN(CC)C(=O)CN1C(=O)c2ccccc2C1=O,-1,.,4,21,-6,.,-5,-4,0.8,-8
Cc1cc(C)nc(CCNC(=O)c2cc(COc3ccc(F)cc3F)on2)n1,0,-1,8,18,-3,0,-8,-8,-2.7,-10
Cc1cc(C)c(S(=O)(=O)N2CCN(C(=O)C3CCCO3)CC2)c(C)c1 (stereo unspecified),0,-5,-12,-26,-1,.,2,12,0.1,-18
CC(=O)c1c(C)[nH]c(C(=O)NCc2ccccn2)c1C,-5,-3,-2,2,-2,37,5,2,-0.3,-6
O=C(Nc1cccc(Cl)c1)OC1CCCCc2cccnc21 (stereo unspecified),-4,-4,16,2,-2,-5,-4,-16,-0.2,1
COc1ccc(C(=O)Nc2ccc(Br)cc2F)cc1S(=O)(=O)N1CCCC1,-1,-2,-35,8,5,4,-10,35,-2.8,-1
COCCCNCCOc1ccccc1-c1ccccc1,1,-4,-3,-2,1,1,2,3,0.1,-11
O=C(Nc1ccc(CN2CCCCC2)cc1)c1ccc2c(c1)OCO2,2,5,-1,-15,19,10,-9,1,-0.6,-7
CCn1ccnc1CN1CCC(CO)(CCOc2ccccc2)CC1,0,-3,31,-4,8,0,-5,-31,-0.3,-11
CCOP1(=O)C=C(Sc2ccc([N+](=O)[O-])cc2[N+](=O)[O-])C(C)(C)O1 (stereo unspecified),5,1,6,7,-9,2,-2,-6,-0.7,2
CCOC(=O)Cc1csc(NC(=O)CCCCCN2C(=O)c3cccc4cccc(c34)C2=O)n1,1,2,-22,13,-1,-10,1,22,-1.0,-3
CC1CC(C)CN(C(=O)c2ccc(S(=O)(=O)N3CCCCC3)cc2)C1 (stereo unspecified),1,-2,-48,-21,8,-8,-4,48,1.6,-7
CC[C@H](C)[C@@H](NC(=O)O[C@@H]1C(=O)c2cc(OC)ccc2O[C@H]1c1ccc(OC)c(Br)c1)C(=O)OC,.,-1,-67,-43,-5,5,2,67,0.6,-6
CCn1cc(CNC(=O)c2cc([N+](=O)[O-])c(C)c([N+](=O)[O-])c2)cn1,1,-4,-10,24,-9,7,-11,10,0.8,9
Cc1cccc(C(=O)N2CCc3ccccc3C2)c1[N+](=O)[O-],0,1,-6,11,-2,8,-4,6,-2.2,-16
COc1ccc(S(=O)(=O)N2CCOCC2)cc1NC(=O)CSc1cc(C)ccc1C,0,1,-42,.,50,3,-13,42,-1.5,10
Cc1cccc(N2CCN(c3nnc(C(F)(F)F)s3)CC2)c1,-1,13,-11,-2,2,.,-5,11,-0.4,-8
Cc1nnc(NC(=O)CSc2nnc(CNC(=O)C34CC5CC(CC(C5)C3)C4)n2C2CCCCC2)s1,.,2,32,0,-2,.,6,-32,-0.6,-6
Cc1cccc(C)c1NC(=O)CN(C)C(=O)c1cccc(S(=O)(=O)N2CCN(C)CC2)c1,-3,-3,20,-26,-7,5,1,-20,-1.7,-19
O=C(c1ccco1)N1CCN(C(c2ccc(Cl)cc2)c2nnnn2Cc2ccccc2)CC1 (stereo unspecified),-2,.,16,12,-3,.,-9,-16,-1.2,-7
COc1ccc(OCC(=O)N/N=C/c2cccn2-c2cccc(C(=O)O)c2)cc1,16,-3,31,22,9,-4,-8,-31,-2.2,-7
CCCNC(=O)[C@H]1N2C(=O)c3c(ccc(OC)c3OC)C2SC1(C)C (stereo partly specified),-3,-2,22,9,-8,-6,-5,-22,0.0,12
O=C(Nc1cc(F)cc(F)c1)c1sc(Cl)nc1-c1ccccc1,-1,1,-4,-8,10,-2,1,4,-0.8,-3
O=C(NCc1ccccc1)C1CCN(c2nc(-c3ccccc3)nc3c2CCC3)CC1,-2,-2,-50,-4,-8,-11,9,50,-0.7,-6
# (continued)
SMILES,NSD2 HMT inh,CAL PDZ FP-1,SR-BI uptake up,PfHsp90 yeast 2,Rtt109 Vps75,MITF act,dFosB activator,SR-BI HDL uptake,CAL PDZ FP-2,PvdQ acylase
O=C(COc1ccc(Cl)cc1Cl)NCc1ccncc1,0,.,11,-15,-2,0,-2,-11,-2.3,-13
CC(=O)NCCSC(=O)c1ccc(F)cc1,.,-4,22,-17,-15,13,2,-22,-2.3,-6
COc1cc(OC)cc(C(=O)NCC(=O)OCc2nc3ccccc3s2)c1,0,-5,25,-8,22,2,-1,-25,-1.4,2
O=C(O)c1ccc(NS(=O)(=O)c2cc(Cl)ccc2Cl)cc1,-4,1,10,13,18,8,-2,-10,-0.3,8
CSc1ccccc1NC(=O)c1ccc(Br)o1,9,1,-18,4,-2,48,-11,18,-3.0,-6
CSc1nsc(SC)c1NC(=O)Nc1ccccc1C,-6,4,-4,14,?,6,33*,4,-1.0,-13
COc1ccc(C(=O)NCCc2c[nH]c3ccccc23)cc1S(=O)(=O)N1CCOCC1,1,-9,-36,-12,-3,-17,-6,36,0.9,-5
COc1ccc(NC(=O)CCC(=O)N/N=C/c2ccc([N+](=O)[O-])s2)cc1,2,.,-6,116*,1,-72,3,6,0.0,-9
O=C(NCc1cccnc1)C1CCN(c2ccc(S(=O)(=O)N3CCOCC3)cc2Cl)CC1,-1,0,5,3,-7,-12,-4,-5,-0.3,-7
Cc1ccsc1/C=N/NC(=O)c1cccc(S(=O)(=O)Nc2ccccc2Cl)c1,4,4,-30,-8,5,10,-7,30,-2.3,4
CCOC(=O)c1nnc2cc(-c3ccccc3)nn2c1C,-3,.,-9,13,1,.,-2,9,-2.3,-7
C=CCc1cccc(Cl)c1OCCON1C(=O)CCC1=O,-1,0,-12,18,-5,-10,0,12,-0.7,-5
Cc1cccc(NC(=O)Cn2nnc(-c3cccs3)n2)c1C,-2,2,11,6,3,.,15,-11,-0.3,4
COC(=O)c1ccc(C(=O)OC)c(NC(=O)CSCc2ccc(Cl)cc2)c1,-3,-2,-59,-7,2,-1,-8,59,0.0,-14
COc1ccccc1N1CCN(C(=O)c2cccc(N3C(=O)NC4CC3(C)Oc3ccccc34)c2)CC1 (stereo unspecified),-1,-1,-5,-1,12,-1,-7,5,-2.2,-3
O=S(=O)(NCc1ccccc1)c1ccc(S(=O)(=O)N(Cc2cccs2)CC2CCCO2)cc1 (stereo unspecified),2,8,2,1,3,-6,9,-2,1.1,12
CCn1ccnc1CN(C)C(=O)c1cc(COc2ccc(-n3cncn3)cc2)on1,5,-1,-6,34,-4,6,-7,6,0.3,-18
C=CCNS(=O)(=O)c1ccc2nsnc2c1,-1,0,7,-21,.,-5,-1,-7,-2.3,2
c1ccc(SCc2nc3ccccc3[nH]2)cc1,3,1,9,-42,8,64,-1,-9,-1.1,-11
O=C(C[C@H]1C/C=C/CC[C@H](Cc2ccc(F)cc2)C(=O)O[C@H](c2ccccc2)CNC1=O)NCCO,.,1,6,-7,-13,7,-6,-6,-1.0,-9
Cc1cccc(NC(=O)c2cc([N+](=O)[O-])ccc2N2CCCCC2)n1,5,-4,-59,-42,11,-13,-13,59,0.2,-16
CC(C)CC(O)(CC(C)C)C(=O)NNc1ccccc1,2,1,5,5,2,2,2,-5,-1.3,-1
C[n+]1ccccc1/C=C/c1ccc(C#N)cc1,3,-1,-4,5,-1,2,-4,4,0.3,-5
Cc1cnc(NC(=O)CSc2ccc(Cl)cc2)s1,-3,-5,17,3,6,19,-7,-17,-4.7,-13
Cc1ccc(CSc2nnc(-c3cnccn3)n2C)cc1,0,-3,12,-22,9,12,-8,-12,-2.5,-6
# Following part:
SMILES,NSD2 HMT inh,CAL PDZ FP-1,SR-BI uptake up,PfHsp90 yeast 2,Rtt109 Vps75,MITF act,dFosB activator,SR-BI HDL uptake,CAL PDZ FP-2,PvdQ acylase
O=C(NCc1ccccn1)C1CN(S(=O)(=O)c2ccccc2)CCN1S(=O)(=O)c1ccccc1 (stereo unspecified),6,6,5,-10,-9,-11,0,-5,-1.1,0
Cc1cccc(CSCc2ccc(C(=O)NC(C)C)o2)c1,2,-4,4,-9,-2,-2,2,-4,-0.3,-12
CCn1cc(-c2cc(C(=O)O)c3ccccc3n2)c(C)n1,-1,1,2,3,2,-2,2,-2,0.7,-10
O=C(O)Cn1c(CCS(=O)(=O)c2ccc(Br)cc2)nc2ccccc21,2,-2,3,4,-3,1,5,-3,-2.2,-5
CCC(=O)Nc1cccc(-c2cn3ccsc3n2)c1,18,-4,11,.,-2,17,5,-11,-1.8,-20
Cc1cc(C(=O)c2ccc(C(C)(C)C)cc2)c(NC(=O)CCl)s1,1,-1,2,-13,6,-12,-6,-2,-0.6,8
CCCn1nc(CC(=O)OCC)c2ccccc2c1=O,1,0,-15,9,-9,0,4,15,-1.1,-11
Cc1ccc(C)c(OCC(O)CN2CCC(Cc3ccccc3)CC2)c1 (stereo unspecified),17,37*,3,-13,5,0,-5,-3,-1.9,-18
Cc1ccc(-n2ncc(C(=O)NC3CC3)c2C2CCN(C(=O)OC(C)(C)C)CC2)cc1,-3,.,15,11,2,2,-16,-15,-0.3,-4
CC(C)CC(=O)Nc1ccc2c(c1)nc(CCN1CCCCC1)n2C,-1,-1,10,-9,4,-2,5,-10,0.3,6
CCNc1ccc(C(=O)OCC(=O)NCc2ccccc2Cl)cc1[N+](=O)[O-],-1,-2,3,-11,4,3,?,-3,-0.6,-6
Cc1ccc(S(=O)(=O)N2CCCCC2)cc1C(=O)OC1CCCCC1=O (stereo unspecified),-2,-1,-19,.,2,-5,-2,19,1.4,-6
CCSCc1nnc(SCC(=O)c2ccc(OC)cc2)n1C,0,0,-8,1,1,-13,-5,8,-1.2,-11
O=C(NC(=S)Nc1cc(C(F)(F)F)ccc1Cl)c1ccccc1,4,-4,-18,-41,8,-10,7,18,0.1,-8
COc1ccc(OC)c(C(=O)c2ccccc2)c1,0,-11,-7,-4,-2,-6,-8,7,-2.7,-8

# An unsorted share of the library; 4.3% or so of the library scored in one or more.
